HTR5A ag: activates human HTR5A in OPRM1-OPRD1 agonist counter-screen; P47898; HTR5A agonist assay, luminescence, cell-based; activation, % at 9.3 µM; actives 0.61% (n = 340,000); in the data active means activation mostly above about 9.5%, no sharp cut-off; inactive means mostly below about 7.6%;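 further: 0% = cells with vehicle only and 100% = reference agonist; strong numbers were not always called active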
MOR-DOR inv ag: inverse agonists of human mu-delta opioid receptor heterodimerization; P35372+P41143; cell-based MOR-DOR heterodimer luminescence, inverse agonism; AID 504357; inhibition, % at 9.3 µM; actives 0.21% (n = 340,000); in the data active means inhibition above about 22%, passing the limit was not always enough;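 further: 0% = cells with DMSO and 100% = wells without cells with DMSO; values of inactives mirror those of a sister screen read the other way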
Target sequence (P35372 whole entry, looked up): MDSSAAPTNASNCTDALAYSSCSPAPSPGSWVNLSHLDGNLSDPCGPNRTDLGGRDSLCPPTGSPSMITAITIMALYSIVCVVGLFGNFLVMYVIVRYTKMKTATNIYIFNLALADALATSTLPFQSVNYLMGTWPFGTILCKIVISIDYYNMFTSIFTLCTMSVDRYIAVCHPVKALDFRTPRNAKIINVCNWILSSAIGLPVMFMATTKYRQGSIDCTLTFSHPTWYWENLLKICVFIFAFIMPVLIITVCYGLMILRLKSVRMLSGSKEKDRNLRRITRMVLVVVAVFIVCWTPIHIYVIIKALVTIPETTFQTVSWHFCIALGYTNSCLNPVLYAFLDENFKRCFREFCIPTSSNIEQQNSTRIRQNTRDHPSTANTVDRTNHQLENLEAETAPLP
Target sequence (P41143 whole entry, looked up): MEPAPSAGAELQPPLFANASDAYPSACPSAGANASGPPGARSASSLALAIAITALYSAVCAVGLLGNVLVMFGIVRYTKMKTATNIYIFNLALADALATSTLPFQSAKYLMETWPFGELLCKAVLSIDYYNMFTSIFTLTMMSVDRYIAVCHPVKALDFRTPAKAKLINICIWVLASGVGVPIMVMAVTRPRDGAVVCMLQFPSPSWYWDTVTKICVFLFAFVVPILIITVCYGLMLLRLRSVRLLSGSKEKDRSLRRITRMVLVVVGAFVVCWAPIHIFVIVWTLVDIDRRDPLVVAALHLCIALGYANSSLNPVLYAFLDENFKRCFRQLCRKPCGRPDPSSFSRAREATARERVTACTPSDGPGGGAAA
SUMO Mot1 rescue: SUMOylation pathway inhibition by Mot1-301 growth rescue. growth rescue, % at 18.8 µM. S. cerevisiae Mot1-301 growth rescue, ATP luminescence, 38.5C; percent above DMSO median, 100 means doubled. actives 1% (n = 320,000);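 active means every valid replicate shows activation above 250% relative to neutral control wells; inactive means the rest, any valid replicate at or below 250%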;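 further: OY570 slx delta 5 strain wells were the positive control but not used for scaling; some compounds called inactive have numbers as strong as hits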
E coli growth: counter-screen for AddAB inhibitors: E. coli growth inhibition | AID 449728 | inhibition, % at 11.9 µM | actives 0.27% (n = 330,000) | E. coli V3065 growth, OD600 absorbance, 18 h;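 active means inhibition above the campaign's mean inhibition across all tested compounds plus 3 SD, cut at about 9.9% in these data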;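 further: uninfected addAB+ strain grown without phage in ampicillin broth; 0% = DMSO wells and 100% = ciprofloxacin 0.95 µg/ml wells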
PfHsp90 yeast 2: reduces growth (ATP signal) of yeast expressing P. falciparum Hsp90. S. cerevisiae expressing PfHsp90, BacTiter-Glo ATP, 48 h; yeast lacking PDR1 and PDR3 efflux regulators. inhibition, % at 9.4 µM. actives 0.32% (n = 310,000). AID 504621;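 active means every replicate shows inhibition above about 80%, whatever the replicate mean, limit read from the data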;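 further: 0% = DMSO neutral controls and 100% = 20 µM radicicol positive controls; yeast relying on Plasmodium falciparum Hsp90 in place of its own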
phage Ecoli inh: E. coli growth loss with phage present | growth absorbance | inhibition, % at 11.9 µM | actives 0.26% (n = 360,000); in the data active means inhibition above about 11%
HTR5A inv ctr: counter-screen for OPRM1-OPRD1 inverse agonists: human HTR5A inverse agonism; P47898; HTR5A cell line, luminescence; inhibition, % at 9.3 µM; actives 0.083% (n = 340,000); AID 504634; in the data active means inhibition mostly above about 23%, no sharp cut-off; inactive means mostly below about 18%;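 further: 0% = cells with DMSO and 100% = no-cell wells with DMSO; some compounds called inactive have numbers as strong as hits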
AddAB inh: less growth of phage-infected E. coli with AddAB; E. coli expressing H. pylori AddAB, absorbance growth; inhibition, % at 11.9 µM; actives 0.29% (n = 330,000); AID 435030; in the data active means inhibition above about 12%;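 further: 0% = vehicle wells of infected cells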
Pemphigus Ab inh: human desmoglein-3 autoantibody binding inhibition. DSG3-coupled beads, scFv-anti-DSG3-GFP binding, flow cytometry; hits give low values. binding (percent of control), % at 10 µM. actives 0.48% (n = 310,000). AID 588358;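 active means binding more than 3 SD below its plate's average and above zero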;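 further: hits lower antibody fragment binding to DSG3; some compounds called inactive have numbers as strong as hits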
PKA-R1A act: PKA-R1A complex activation | P00514+P68181 | PKA-R1A dissociation, Cy5-IP20 fluorescence polarization; scaled: DMSO 0%, 113 µM cGMP 100% | activation, % at 11.4 µM | actives 0.083% (n = 340,000) | AID 504707;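 active means percent activation above the mean of all tested compounds plus 3 SD, cut at about 19% in these data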;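 further: higher means more PKAc released from R1A so a rise in polarization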
OPRM1-OPRD1 ag: OPRM1-OPRD1 heterodimerization agonism; P35372+P41143; cells, luminescence; activation, % at 9.3 µM; actives 0.3% (n = 340,000); AID 504326; in the data active means activation above about 18%;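 further: 0% = vehicle-treated cells and 100% = reference agonist; values of inactives mirror those of a sister screen read the other way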
Active calls of the source: *; / = not tested or not shown.

Compound	HTR5A ag	MOR-DOR inv ag	SUMO Mot1 rescue	E coli growth	PfHsp90 yeast 2	phage Ecoli inh	HTR5A inv ctr	AddAB inh	Pemphigus Ab inh	PKA-R1A act	OPRM1-OPRD1 ag
O=C(c1ccccc1Cl)N1N=C(c2cccs2)CC1c1cccc(O)c1 (stereo unspecified)	11*	12	-9	-0.6	-6	0.9	-1	0.8	102	5	-2.4
O=C(Cn1cnc2ccccc2c1=O)NCCC(=O)N1CCN(Cc2ccccc2)CC1	0	6	30	-1.7	/	4.2	-15	-0.5	98	-2	-1.2
O=C(Nc1ccc(Cn2cccn2)cc1)c1ccc(COc2ccccc2Br)cc1	8	-5	31	-0.9	-1	0.9	-9	0.3	94	5	0.9
CC(C)NC(=O)Cn1cc(C(=O)C2CC2)c2ccccc21	1	8	17	-0.6	-8	4.5	-5	0.3	104	2	-1.1
CC(C)CC(NC(=O)OC(C)(C)C)C(=O)NCc1ccccc1 (stereo unspecified)	-2	7	397	-0.6	-9	1.8	-37	1.4	99	-11	-1.7
CC1CCCCC1NC(=O)CN1C(=O)c2ccccc2S1(=O)=O (stereo unspecified)	2	11	-2	-1.7	10	1.3	9	1.5	101	7	-3.2
Cn1cccc1/C=N\NC(=O)C1COc2ccccc2O1 (stereo unspecified)	3	13	-4	0.9	-6	3.1	-14	0.7	98	-2	-2.7
Nn1c(SCC(=O)NC2CCCC2)nnc1-c1ccccc1F	1	12	-17	-0.1	-10	2.9	3	1.6	/	-15	-2.9
COc1cccc(NC(=O)CCN2C(=O)C3CC=CCC3C2=O)c1 (stereo unspecified)	4	9	-13	0.4	-6	-1.3	-9	1.4	106	-3	-2.2
C[C@H](N=C1NS(=O)(=O)c2ccccc21)C(=O)OCc1cc([N+](=O)[O-])cc2c1OCOC2	14	5	11	1.0	-25	1.7	-40	2.0	95	-8	-1.1
C=CCOc1cccc(/C=N/NC(=O)CN(c2cc(Cl)ccc2OC)S(=O)(=O)c2ccc(C)c([N+](=O)[O-])c2)c1	-4	5	6	-0.5	-2	2.5	11	-0.2	95	-11	-0.8
Cc1nnc(NC(=O)CCC(=O)N2CCN(S(=O)(=O)c3cc([N+](=O)[O-])ccc3C)CC2)s1	4	-4	13	-1.3	-17	0.7	-16	-3.0	88	1	0.8
COc1cc(/C=N\n2cnnc2)ccc1OCC(=O)Nc1ccc(C)cc1	1	15	-1	0.0	-2	3.5	22	1.6	98	-15	-2.9
CC(C)(C)c1ccc(/C=C2\SC(=O)N(CCNC(=O)c3cccc(S(=O)(=O)N4CCOCC4)c3)C2=O)cc1	2	3	63	-3.3	-20	/	-6	-1.1	99	-1	-0.5
CCOC(=O)C1=C(C)N(CCCC(=O)O)C(=O)NC1c1ccc(Cl)cc1Cl (stereo unspecified)	2	15	8	0.3	1	1.0	3	0.6	100	2	-2.6
C/C(=N\NC(=O)c1nc2ccccn2c1C)c1ccco1	4	22	1	4.1	-35	4.0	-11	0.6	97	-4	-4.7
C#CCOc1c(Br)cc(/C=C2/C(=O)ON=C2C)cc1OCC	3	19	3	-2.8	-17	1.4	-11	2.2	96	-7	-4.1
COc1ccc(S(=O)(=O)N2CCCCC2)cc1N(C)S(=O)(=O)c1ccccc1	3	13	15	0.8	15	0.3	12	2.4	107	-3	-2.4
Cc1ccc(S(=O)(=O)NCCN(CCNS(=O)(=O)c2ccc(C)cc2)S(C)(=O)=O)cc1	0	8	-20	-4.4	/	3.3	5	-0.5	84	4	-1.5
COC(=O)N/N=C(\C)c1ccc(C)c([N+](=O)[O-])c1	-3	4	0	2.2	26	-1.0	0	2.7	85	7	-0.9
COc1ccccc1NC(=O)CN(Cc1ccco1)C(=O)c1cncc(Br)c1	4	21	7	0.6	12	-1.3	16	5.2	96	-15	-4.0
CCCCCCOc1ccc(N2C(=O)CC(N3CCN(C(=O)c4ccco4)CC3)C2=O)cc1 (stereo unspecified)	-6	12	66	0.2	19	0.7	3	2.0	103	-8	-2.1
Cc1nn(C(=O)CCC(=O)NCc2ccccc2Cl)c2ccccc12	0	21	/	-1.9	-18	3.5	16	3.1	/	-2	-4.1
CCOc1ccc(N(CC(=O)N2CC=C(c3ccccc3)CC2)S(=O)(=O)c2c(C)noc2C)cc1	-3	-2	371	-2.0	24	0.9	8	2.5	108	-6	0.4
CCOCCCNC(=O)c1oc2ccc(S(=O)(=O)N3CCOCC3)cc2c1C	5	-9	-15	-0.1	21	-0.9	-16	3.5	98	-14	1.1
CC(Oc1ccccc1Cl)c1nnc(N)s1 (stereo unspecified)	0	6	7	0.3	16	1.3	-19	-0.1	99	-1	-1.2
C=CCN1C(=O)c2ccccc2NC1c1ccc(Br)s1 (stereo unspecified)	2	14	-16	1.4	-8	3.5	-5	0.0	/	-3	-2.2
CCN(CC(=O)Nc1ccc(NC(C)=O)cc1)S(=O)(=O)/C=C/c1ccccc1	-3	12	-15	-1.0	0	7.8	9	1.7	91	2	-3.0
COc1cc(C2NC(=S)NC(c3ccccc3)=C2C(C)=O)cc(Cl)c1OCC(=O)O (stereo unspecified)	-4	9	722	0.2	2	1.8	3	1.7	99	-3	-1.8
S=C(Nc1cccc(Cl)c1Cl)N1CCCC1	-2	19	4	/	-18	1.8	6	/	120	3	-3.3
Cc1cccc(C(=O)N2CCC(Cc3ccccc3)CC2)c1[N+](=O)[O-]	5	-6	13	0.3	-30	-0.5	-6	4.5	/	-2	1.3
Cc1ccc(C(=O)NNC(=O)c2cccc(S(=O)(=O)N3CCN(c4ccccc4)CC3)c2)cc1	-1	3	-5	1.1	9	1.4	2	5.8	104	-7	-0.6
CC(OC(=O)CNC(=O)C12CC3CC(CC(C3)C1)C2)C(=O)Nc1ccc(S(N)(=O)=O)cc1 (stereo unspecified)	2	10	-4	-1.6	13	4.3	-4	-0.6	106	7	-1.9
N#Cc1cnn(-c2ncnc3sc4c(c23)CCCC4)c1N	0	-2	-14	-1.3	-9	-0.9	-31	-0.8	76	-5	0.4
O=C(C[n+]1cccc(CNC(=O)c2ccc(OC(F)F)cc2)c1)Nc1cccc(C(F)(F)F)c1	4	5	-6	-2.8	30	2.8	-14	-1.6	111	-4	-1.0
CC(=O)c1ccc(N2C(=O)CC(N3CCN(S(=O)(=O)c4ccc(C)c(C)c4)CC3)C2=O)cc1 (stereo unspecified)	4	9	-6	-1.5	2	2.9	-5	2.2	105	6	-2.2
CC(C)(C)N(NC(=O)Nc1ccc(Cl)c(Cl)c1)C(=O)c1ccccc1	6	-4	/	1.2	6	7.0	-18	2.4	96	-8	0.7
Cc1nc(N)nc(Cl)c1CCC1OCCO1	-4	11	/	/	/	3.8	14	/	91	4	-2.1
COc1ccc(S(=O)(=O)N(C)C)cc1NS(=O)(=O)c1ccc(F)c(F)c1F	1	-18	-2	-2.1	-6	2.3	-4	0.8	107	-2	2.7
CCN(CC)S(=O)(=O)c1ccc(C(=O)NCCc2cc3c(OC)ccc(OC)c3[nH]c2=O)cc1	-2	7	438*	0.7	-3	1.6	6	5.2	106	-5	-1.3

SUMO Mot1 rescue, what is marked active above
Molecule | MOR-DOR inv ag | SUMO Mot1 rescue | PfHsp90 yeast 2 | phage Ecoli inh | AddAB inh | Pemphigus Ab inh | PKA-R1A act | OPRM1-OPRD1 ag
CCN(CC)S(=O)(=O)c1ccc(C(=O)NCCc2cc3c(OC)ccc(OC)c3[nH]c2=O)cc1 | 7 | 438* | -3 | 1.6 | 5.2 | 106 | -5 | -1.3

Other results follow:
Compound	HTR5A ag	MOR-DOR inv ag	SUMO Mot1 rescue	E coli growth	PfHsp90 yeast 2	phage Ecoli inh	HTR5A inv ctr	AddAB inh	Pemphigus Ab inh	PKA-R1A act	OPRM1-OPRD1 ag
Cc1cccc2sc(NC(=O)C3CCN(C(=O)c4ccco4)CC3)nc12	9	-22	11	0.1	2	3.0	-26	5.2	118	-8	2.8
O=C(COC(=O)Cc1ccc(Cl)cc1Cl)Nc1ccccc1OC(F)F	0	-36	29	4.1	-24	0.8	10	3.4	95	5	7.0
COC(=O)c1ccc(/C=C(/NC(=O)c2ccccc2)C(=O)N2CCOCC2)cc1	-1	12	3	0.1	7	1.8	3	0.7	/	5	-2.3
COc1ccc(C(=O)n2cnc3ccccc32)cc1	-2	6	-6	1.0	20	-0.4	7	4.7	154	-3	-1.3
Fc1ccc(-c2ccnc3nc(-n4cccc4)nn23)cc1	0	-13	0	-4.4	22	0.8	-1	-0.4	95	-12	2.5
O=C(NCc1cccnc1)C1CC2c3ccccc3C1c1ccccc12 (stereo unspecified)	0	-5	-1	-1.8	4	2.8	0	1.4	98	-2	0.8
CCC1(C)CC(CCN(Cc2ccco2)C(C)=O)(c2ccccc2)CCO1 (stereo unspecified)	-4	6	-10	-1.4	-9	3.5	22	3.5	102	0	-0.9
Fc1cccc(CSc2nc3ncc(Cl)cc3[nH]2)c1	/	/	14	1.1	/	3.6	/	-0.2	96	/	/
CCN(CC)S(=O)(=O)c1cc(NC(=O)Cn2ncc(Cl)c(Cl)c2=O)ccc1C	-2	16	92	0.2	7	2.8	12	2.1	83	4	-3.1
O=C(OCc1cccc([N+](=O)[O-])c1)c1cccnc1	4	10	78	0.6	/	3.3	25	1.4	98	-7	-1.7
c1ccc2c(c1)NC1(CCCCC1)n1c-2nc2ccccc21	14*	-6	9	3.2	0	2.2	13	3.1	98	1	1.1

Screens (PubChem BioAssay)
